High-throughput results from PubChem BioAssay.
SMN2 splice up – increases expression of the SMN2 splice variant | HEK293 SMN2-luciferase splicing reporter, luminescence, 30-36 h | Potency, µM (doses to about 46.1 µM), without a hit: at the highest dose activity change, positive = activation, most hits filed as activators | 2.8% of 210,000 active | AID 1458; note: % of control where 0% means no effect; nearly all actives have a fitted effect of over 55% in size
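HEK293 cells carry an SMN2 […]–luciferase reporter in which exon 7 inclusion puts luciferase in frame. Cells were plated 10-12 h before compound addition, then incubated 30-36 h at 37C. ONE-Glo luminescence was read; sodium butyrate at 4.5 mM final served as control.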
GoLoco inh red – blocks human Gai1 binding to RGS12 GoLoco peptide, red readout; P63096; 0.44% of 230,000 active; AID 880; Potency, µM (top dose mostly 61.6 µM), for the others: at the top dose activity, negative = inhibition, most hits filed as inhibitors; Gai1:RGS12 GoLoco peptide FP, rhodamine, 10 min; active = well fitted inhibition curve with a large enough effect, not every such curve was filed as active; inactive = no such curve, though single readings can be large or run the other way; note: % is set by controls: 0 for no effect and ±100 for the full control effect; nearly all actives have a fitted effect of over 30% in size; many of its hits are not listed in these tables
Target sequence (P63096 whole entry, looked up): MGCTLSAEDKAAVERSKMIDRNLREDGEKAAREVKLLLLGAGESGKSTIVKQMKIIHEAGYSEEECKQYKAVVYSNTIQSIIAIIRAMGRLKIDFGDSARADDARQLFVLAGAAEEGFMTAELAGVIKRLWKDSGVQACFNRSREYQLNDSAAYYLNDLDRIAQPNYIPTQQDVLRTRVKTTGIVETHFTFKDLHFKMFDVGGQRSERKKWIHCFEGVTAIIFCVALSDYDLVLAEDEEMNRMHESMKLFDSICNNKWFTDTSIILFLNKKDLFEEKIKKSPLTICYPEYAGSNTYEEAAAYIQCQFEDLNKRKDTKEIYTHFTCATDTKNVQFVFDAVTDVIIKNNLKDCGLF
JMJD2E inh – blocks human JMJD2E demethylase activity. JMJD2E catalytic domain, FDH-coupled NADH fluorescence (FDH is formaldehyde dehydrogenase). Potency, µM (titrated, usually from 57.1 µM), without a hit: at the highest dose activity change, negative = inhibition, most hits filed as inhibitors. 1.6% of 230,000 active. AID 2147; active = well fitted inhibition curve with a large enough effect, not every such curve was filed as active; inconclusive = small, poorly fitted or top-dose-only effect, or another doubt; inactive = no such curve, though single readings can be large or run the other way;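 note: 0% = wells with enzyme and -100% = buffer wells without enzyme; nearly all actives have a fitted effect of over 50% in size; many of its hits are not listed in these tables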
ALDH1A1 inh – ALDH1A1 (human) enzyme inhibition; P00352; 7.3% of 220,000 active; Potency, µM (titrated, usually from 75.3 µM), without a hit: at the highest dose activity, negative = inhibition, hits mostly inhibitors; Purified ALDH1A1, NADH fluorescence, propionaldehyde substrate; AID 1030; active = well fitted inhibition curve with a large enough effect, not every such curve was filed as active; inconclusive = small, poorly fitted or top-dose-only effect, or another doubt; inactive = no such curve, though single readings can be large or run the other way;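 note: plate controls were no enzyme wells and a reference inhibitor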
Target sequence (P00352 whole entry, looked up): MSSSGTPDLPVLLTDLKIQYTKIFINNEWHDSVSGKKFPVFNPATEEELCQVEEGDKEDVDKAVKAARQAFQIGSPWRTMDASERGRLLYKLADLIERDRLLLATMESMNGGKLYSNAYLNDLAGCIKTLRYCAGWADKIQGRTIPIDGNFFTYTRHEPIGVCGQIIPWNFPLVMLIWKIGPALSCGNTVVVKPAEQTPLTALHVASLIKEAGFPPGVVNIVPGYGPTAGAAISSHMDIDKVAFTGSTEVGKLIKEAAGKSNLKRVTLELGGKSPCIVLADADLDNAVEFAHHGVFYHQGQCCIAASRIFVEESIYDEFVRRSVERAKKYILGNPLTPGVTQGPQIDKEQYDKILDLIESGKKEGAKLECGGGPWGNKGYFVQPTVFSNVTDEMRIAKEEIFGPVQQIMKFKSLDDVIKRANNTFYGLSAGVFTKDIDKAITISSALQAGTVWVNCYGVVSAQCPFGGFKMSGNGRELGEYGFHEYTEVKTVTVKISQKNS
RECQ1 helicase – RECQ1 (human) helicase inhibition | P46063 | RECQ1 DNA unwinding, red fluorescence kinetic read | Potency, µM (doses to about 57.3 µM), for the others: at the top dose activity, negative = inhibition, usual class: inhibitors | 0.54% of 240,000 active | AID 2549;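 note: plate controls were vehicle for no effect and no enzyme for full effect; nearly all actives have a fitted effect of over 30% in size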
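50 nM RECQ1T1 preincubated 15 min with compound in Tris pH 8.0 buffer with MgCl2, DTT, Tween-20 and 2.5 ug/ml poly(dI-dC); started with 200 nM TAMRA/BHQ-2 forked duplex and 2 mM ATP. Unwinding read as fluorescence (525/598 nm), two reads 2 h apart.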
TRb SRC2 PPI – TRbeta-SRC2 interaction inhibition; P10828; TRbeta-SRC2 peptide binding, fluorescence polarization; receptor liganded with 1 µM T3; Potency, µM (titrated, usually from 106 µM), without a hit: at the top dose activity change, negative = inhibition, most hits filed as inhibitors; 0.065% of 280,000 active; AID 1469;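 note: plate controls were bound peptide for no effect and peptide without receptor for full effect; nearly all actives have a fitted effect of over 50% in size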
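Quantitative HTS by FP: 0.6 uM TRb LBD, 20 nM labeled SRC2 20-mer, 1 uM T3, 5% DMSO; 5 hr ambient incubation; % activity per concentration and potencies from concentration series.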
TR SRC2 fluor cs – Texas Red fluorescence interference in TRb-SRC2 counter-screen. TRb/SRC2 Texas Red total fluorescence interference. 0.29% of 280,000 active. Potency, µM (highest dose often 106 µM), inactives show at the top dose fluorescence change, negative = quenching. AID 1479; active = well fitted curve in either direction with a large enough effect; inconclusive = small, poorly fitted or top-dose-only effect; note: % is set by controls: 0 for no effect and ±100 for the full control effect
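Flags fluorescent or light-absorbing compounds by total fluorescence, S + 2P, at 555 nm excitation and 632 nm emission. Mixture: 20 nM Texas Red SRC2 peptide, 0.6 uM human TRb LBD, 1 uM T3, 5% DMSO; compound exposure 5 h at ambient temperature.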
LMNA splice mod – LMNA splicing modulation; HeLa LMNA splicing GFP/RFP minigene ratio, 48 h; AID 1487; 0.01% of 200,000 active; Potency, µM (series often up to 46.1 µM), without a hit: at the top dose ratio change, negative = inhibition, usual class: inhibitors; active = well fitted inhibition curve with a large enough effect in the signal ratio, with a control signal flat, not every such curve was filed as active; inconclusive = small, poorly fitted or top-dose-only effect, or effect the other way, or a change in a side signal; the % refers to the signal ratio; note: % is set by controls: 0 for no effect and ±100 for the full control effect
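S3 HeLa cells stably expressing lamin A-EGFP splicing minigene plus DsRed2, 600 cells/well, 48 h compound exposure at 37C. Laser-scanning cytometry; analysed as GFP (500-530 nm)/RFP (575-640 nm) total intensity ratio; 0.5% DMSO vehicle.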
Numbers without * were called inactive; i = inactive; ? = inconclusive; / = not tested or not shown; & = joins results of further samples; [ ] = dose if it differs, or a comment. Unless noted, calls come from the whole dose curve; as a rule, active = well fitted curve in the direction sought with a large enough effect; inconclusive = small, poorly fitted or top-dose-only effect, or another doubt; inactive = no such curve, though single readings can be large; an effect the other way counts as inactive or inconclusive. Potency is the fitted concentration of half-maximal effect. These rows are one share of the data. The share of hits here may be higher or lower than overall.

SMILES | SMN2 splice up | GoLoco inh red | JMJD2E inh | ALDH1A1 inh | RECQ1 helicase | TRb SRC2 PPI | TR SRC2 fluor cs | LMNA splice mod
Cc1cc(N2CCOCC2)c(F)cc1C(=O)c1ccccc1 | -21.3% | -0.1% | -1.3% | 12.5% | -9.7% | -13.2% | -0.7% | 2.9%
O=C(CN1CCCCCC1)Nc1ccc(S(=O)(=O)N2CCOCC2)cc1 | 1.0% | 6.3% | 4.3% | 10.5% | 24.7% | -4.6% | 1.7% | /
Cc1cccc(C)c1OCc1nnc(SCC(=O)NCCc2ccccc2)o1 | -1.6% | -2.8% | 1.1% | ? | -3.3% | -9.5% | -1.1% | 4.8%
Cc1noc(C)c1S(=O)(=O)N1CCCC(C(=O)NCCc2ccc(Cl)cc2)C1 (configuration not stated) | -14.5% | 5.8% | 3.3% | 4.3% | -9.7% | -2.3% | 1.9% | ?
COc1cccc(CNc2ccc([N+](=O)[O-])c(NCC(=O)O)n2)c1 | -0.4% | 9.0% | -2.9% | 5.5% | i | -2.0% | -5.8% | 4.8%[46 µM]
COC(=O)c1sccc1NC(=O)CC1C(=O)NCCN1C(=O)Nc1cc(Cl)ccc1OC (configuration not stated) | / | 10.2% | -0.6% | / | -5.4% | -0.5% | -2.3% | /
Cc1ccc(C(=O)CSc2nnc(-c3ccccc3)o2)cc1 | -13.9% | 3.4% | 3.4% | 5.7% | i | 2.9% | -3.8% | 2.9%
CN1CCc2c(sc3c2c(=O)n(-c2ccccc2)c2nnc(SCc4ccc(Cl)cc4)n32)C1 | -5.9% | 11.8% | ? | ? | i | 2.0% | 3.9% | 6.9%
CCOC(=O)C1=C(c2ccccc2)O/C(=C(/C#N)C(F)(F)F)S1 | -42.7%[inhibitor] | 9.8% | -13.6% | 4.4% | 14.5% | -2.8% | -0.5% | ?
CCC(C)(C)NC(=O)CN(C(=O)c1snc(C(N)=O)c1N)c1ccc(OC)c(OC)c1 | 6.1% | 5.0% | -1.2% | 6.5% | -7.1% | -14.4% | -0.8% | 1.0%
COc1ccccc1NC(=O)CSc1nnc(CNC(=O)COc2ccc(Cl)cc2)o1 | -5.2% | -0.9% | -4.3% | 2.2% | -6.6% | -12.6% | 1.5% | -1.6%
O=c1oc(-c2ccc(Cl)c(Cl)c2)nn1-c1ccc(C(F)(F)F)cn1 | / | 4.3% | -21.0% | 13.1% | 0.1% | -1.4% | -1.1% | /
COc1ccc(N(CC(=O)N2CCc3ccccc3C2)S(C)(=O)=O)cc1 | -1.0% | -4.7% | 0.9% | ? | -1.3% | 8.3% | -2.7% | 12.4%
O=C(c1ccc(-c2ccccc2)cc1)C1CCCN(C(=O)Cn2cncn2)C1 (configuration not stated) | / | -6.7% | -1.7% | ? | -14.9% | 0.3% | -2.1% | /
COc1cccc(Nc2nc3ccccc3nc2NS(=O)(=O)c2cccs2)c1 | -48.2%[inhibitor] | 0.8% | ? | ? | -8.8% | 2.7% | -9.2% | ?
CCNC(=O)COC(=O)COc1ccc(Cl)cc1C | -7.1% | -4.7% | -5.4% | 15.0% | -6.6% | -6.0% | 0.0% | 4.4%
Cn1nc(C(F)(F)F)c(C(=O)Nc2ccc(F)cc2)c1Cl | 8.2% | -8.6% | -3.0% | 4.7% | -2.1% | 1.3% | 0.1% | /
COc1ccc(CN2CCNC(=O)C2CC(=O)N(C)Cc2ccon2)cc1OC (configuration not stated) | / | 2.3% | -19.8% | ? | 2.9% | 0.2% | 1.3% | ?
CCCCc1ccc(NC(=O)c2cnccn2)cc1 | 3.16µM* | -3.8% | 1.2% | 20.3% | -7.3% | 1.0% | 4.7% | -2.3%[46 µM]
O=C(OCCN1C(=O)c2ccccc2C1=O)c1ccccc1 | -1.3% | -9.4% | 4.8% | -8.7% | -17.8% | 2.9% | 0.3% | /
OCCNc1nc(Cl)nc(NCc2ccco2)n1 | -12.0% | 11.5% | -7.7% | 2.3% | -0.5% | 0.8% | -2.3% | 1.6%[46 µM]
COc1cc(C(=O)OCC(=O)Nc2ccc(C(C)=O)cc2)ccc1OCC(=O)N1CCOCC1 | 4.8% | -43.1% | -0.7% | -2.8% | -2.0% | -5.1%[53 µM] | -0.4%[53 µM] | -12.3%
CCOC(=O)c1c(C)oc2ccc(OCC(N)=O)cc12 | -3.6% | 9.2% | -12.1% | 21.7% | -12.0% | -9.1% | -0.1% | ?
Cc1cc(/C=N/NC(=O)c2cccc(N(C)C)c2)c(C)n1-c1cc(C(=O)O)cc(C(=O)O)c1 | ? | 1.2% | 25.1µM* | -15.6% | i | 1.8% | -1.9% | 1.2%[9.22 µM]
Cc1cc2c(cc1C)CSC(c1ccccc1O)SC2 | 3.0% | -4.2% | 1.3% | 8.6% | -13.0% | 0.6% | -0.6% | -18.9%
O=[N+]([O-])c1cccc2cn[nH]c12 | -51.2%&-10.3%&9.4%[inhibitor] | 9.6%&10.0%&-1.6%&2.9% | -2.9%&6.7%&-7.4%&-1.1% | -4.5%&8.9%&-8.7%&-2.3% | 0.6%&-11.1% | -6.5%&3.1%&0.8%&7.2% | -5.7%&-6.1%&-1.7%&-2.4% | -0.3%&22.9%
CC1(OC(=O)c2cccs2)C(=O)C=C2C=C(c3ccc(C#N)cc3)OC=C2C1=O (configuration not stated) | -8.1%&6.7% | 18.0%&5.0% | -0.1%&-14.6% | 0.2%&24.4% | -5.1% | 5.1%&9.4% | -1.5%&-0.6% | /
CC(=O)Nc1ccc(S(=O)(=O)Nc2ncccn2)cc1 | 5.4% | -9.5% | -0.4% | 5.4% | 1.8% | -1.3% | -4.4% | 4.9%
Cc1ccc2c(CC(=O)NNC(=O)c3ccccc3)coc2c1 | 8.6% | -5.1% | -6.6% | 13.5% | -4.0% | -3.0% | -1.0% | ?
CCc1ccccc1NC(=O)CSC1=C(C#N)C(c2ccc(O)c(OC)c2)C2=C(CCCC2=O)N1 (configuration not stated) | -7.8% | -11.1% | -3.9% | ? | -2.8% | 1.1% | 0.1% | -12.4%
COc1ccc2[nH]c3c(c2c1)CN(C)CC3 | -3.8% | 10.2% | 1.4% | 3.3% | -10.2% | -2.8% | -1.1% | -12.9%
COCCn1nnnc1C(c1cccs1)N1CCN2CCCC2C1 (configuration not stated) | / | 5.2% | 10.7% | 2.5% | -2.4% | -2.8% | -0.2% | 3.6%[46 µM]
Cc1[nH]c(=O)[nH]c(=O)c1NS(=O)(=O)c1ccc2c(c1)CCCC2 | 11.1% | 8.0% | -2.4% | -9.5% | -9.4% | -7.0% | 0.2% | 2.6%
COCCN1CC(O)=C(c2nc3ccccc3c(=O)[nH]2)C1=N | -22.7% | 6.8% | ? | ? | -2.1% | -7.4% | -7.4% | -3.1%
CC(=O)c1ccc(OCCn2cnc3ccccc32)cc1 | -54.6%[inhibitor] | 1.3% | 1.9% | 1.3% | 8.8% | -4.2% | -2.6% | ?
CN(CCO)c1nc(N)c2c(N)nc3c(c2c1C#N)CC(=O)N3Cc1cccs1 | -8.3% | -7.1% | ? | ? | 5.2% | -5.7% | -2.5% | /
COc1ccccc1NC(=S)NC(=O)c1ccc(Cn2cc(Br)cn2)cc1 | -4.4% | 6.1% | 2.7% | ? | -13.8% | -4.0% | -2.1% | 10.0%
CCn1nc(C(=O)Nc2nc3ccc(C)cc3s2)c2ccccc2c1=O | -0.3% | -7.2% | 7.9% | 12.1% | i | -0.1% | -1.4% | 4.3%
COc1cc(CNCCNCC(C)O)ccc1OCc1ccc(Cl)nc1 (configuration not stated) | 4.3% | -5.4% | 7.1% | 5.9% | -10.2% | -1.1% | 1.2% | -2.1%
CCN(CC)C(=O)C1CCCN(C/C=C/c2ccccc2)C1 (configuration not stated) | 2.1% | 6.3% | -29.8% | ? | 2.7% | -10.4% | -5.2% | -7.5%
CCC(C)[C@H](NC(=O)NC1CCCc2ccccc21)C(=O)OC (some centres not stated) | / | -6.2% | -1.3% | / | 12.3% | 2.3% | 2.2% | /
O=C(O)c1ccc(CN2CCCCC2)o1 | -0.8% | 12.3% | 1.8% | 7.3% | i | 1.6% | 2.7% | -3.2%
OC1(c2ccccc2F)CCN(Cc2nnnn2CCc2ccccc2)CC1 | -12.3% | 4.4% | 19.9% | 7.9% | -5.5% | -12.2% | -4.5% | 8.3%
Cc1cc(C)nc(SCC(=O)Oc2ccc3oc(=O)cc(C)c3c2)n1 | -3.3% | -5.4% | 6.6% | -2.1% | -11.7% | -2.5% | -5.3% | 9.2%
O=C(CSc1nnc(-c2cccnc2)n1-c1ccc(F)cc1)NCc1ccc2c(c1)OCO2 | 0.8% | -1.3% | -1.8% | 5.0% | -2.1% | 1.6% | 4.4% | -11.2%
O=C1CC(N(Cc2ccc3c(c2)OCO3)C(=O)Nc2ccc(F)cc2)C(=O)N1c1ccccc1 (configuration not stated) | 2.0% | 7.7% | 7.7% | 2.6% | i | 9.7% | 1.0% | -5.4%
COC(=O)c1cccc(NC(=O)c2cnoc2C)c1 | 4.9% | -1.0% | -7.4% | 9.0% | -2.7% | -19.0% | 1.4% | -5.8%
Cc1cc(C)n(-c2nc(Nc3ccccc3C)nc(-n3nc(C)cc3C)n2)n1 | 11.3% | 9.1% | 1.8% | 1.8% | -11.1% | -4.2% | -1.3% | -0.5%
COc1cc(SC)ccc1C(=O)Nc1nc(C)cs1 | -80.7%[inhibitor] | 8.2% | ? | 7.6% | -4.2% | -1.0% | -4.2% | -7.0%[46 µM]
COC(=O)Nc1ccc(Cc2ccncc2)cc1 | 10.5% | 14.6% | -3.2% | 14.9% | -9.7% | -10.9% | 1.3% | 26.2%[46 µM]
Cc1cccc(NC(=O)C2CC(=O)N(c3ccccc3)C2)c1C (configuration not stated) | -6.0% | 8.0% | -6.6% | -6.9% | -0.5% | -1.0% | -4.4% | 23.9%
